OXTR potentiator: potentiates the human oxytocin receptor response; P30559; CHO-OTR cells, Fluo-8 calcium fluorescence, potentiator mode; 0% = oxytocin EC15, 100% = EC100; activation, % at 3 µM; hit rate 0.061% among 320,000;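 active means activation above that plate's cutoff, the mean activation of tested compounds plus 3 SD, cut at about 6.6% in these data, passing the limit was not always enough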;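 further: 100% uses oxytocin at 75 nM as the full agonist control; some results filed as inactive read as strong as hits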
Target sequence (P30559 whole entry, looked up): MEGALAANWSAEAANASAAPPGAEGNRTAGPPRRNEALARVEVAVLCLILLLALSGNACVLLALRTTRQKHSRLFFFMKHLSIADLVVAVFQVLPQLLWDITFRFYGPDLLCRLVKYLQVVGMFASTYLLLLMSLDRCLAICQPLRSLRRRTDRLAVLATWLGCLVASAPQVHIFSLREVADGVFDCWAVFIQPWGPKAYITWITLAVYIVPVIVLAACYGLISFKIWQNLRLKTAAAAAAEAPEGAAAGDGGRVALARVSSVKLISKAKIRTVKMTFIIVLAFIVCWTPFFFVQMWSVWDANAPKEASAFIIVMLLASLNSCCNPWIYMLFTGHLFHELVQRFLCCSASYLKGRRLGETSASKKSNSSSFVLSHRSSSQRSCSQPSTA
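Assay system: CHO-OTR cells, human receptor / Also added: oxytocin at about EC15, sub-maximal agonist stimulus / Dosing: single dose, 3.0 µM nominal final compound concentration / Incubation: 6 min pre-incubation, 100 s read / Technique: Fluo-8 calcium dye fluorescence / Read-out: % activation vs EC15 and EC100 oxytocin / Benchmarks: EC15 oxytocin low, 75 nM oxytocin high / Replicates: singlicate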
M1 ag parental: nonselective activator or artifact in parental CHO-K1 cells; Fluo-8 calcium fluorescence; scaled to maximal ATP response, vehicle zero; activation, % at 3 µM; hit rate 0.48% among 360,000; AID 602248; in the data active means activation above about 15%;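 further: untransfected CHO-K1 host cells lacking M1 receptor as counterscreen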
M1 antag: human CHRM1 antagonism; P11229; CHO-K1 hM1, Fluo-8 calcium fluorescence, ACh EC80 antagonist; inhibition, % at 3 µM; hit rate 1.3% among 360,000;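 active means percent inhibition above its own plate's cutoff, namely the mean of that plate's compound wells plus 3 SD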;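 further: peak over basal fluorescence ratio during 140 s after agonist addition; 0% = ACh EC80 plus DMSO and 100% = DMSO alone without agonist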
Target sequence (P11229 whole entry, looked up): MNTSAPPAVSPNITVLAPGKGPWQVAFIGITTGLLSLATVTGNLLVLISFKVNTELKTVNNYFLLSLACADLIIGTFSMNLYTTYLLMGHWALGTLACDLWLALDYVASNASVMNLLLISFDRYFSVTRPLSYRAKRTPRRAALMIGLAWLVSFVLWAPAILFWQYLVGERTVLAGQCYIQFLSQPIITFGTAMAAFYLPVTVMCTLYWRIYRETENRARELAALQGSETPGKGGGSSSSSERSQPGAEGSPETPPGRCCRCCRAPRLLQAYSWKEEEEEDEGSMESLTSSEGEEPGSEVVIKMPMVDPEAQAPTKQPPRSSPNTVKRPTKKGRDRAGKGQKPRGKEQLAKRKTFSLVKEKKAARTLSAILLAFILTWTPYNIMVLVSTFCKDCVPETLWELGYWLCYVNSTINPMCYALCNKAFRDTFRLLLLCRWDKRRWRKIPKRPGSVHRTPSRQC
M1 ag: agonists of human M1 muscarinic receptor. activation, % at 3 µM. CHO-K1 hM1, Fluo-8 calcium fluorescence, agonist mode; 0% DMSO, 100% acetylcholine EC100. AID 588814. hit rate 0.33% among 360,000;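 active means activation above the run's mean compound activation plus 3 SD, cut at about 16% in these data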;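 further: peak over basal fluorescence ratio within a 140 s kinetic read after compound addition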
CHRM4 antagonist: antagonists of human muscarinic M4 receptor (CHRM4). inhibition, % at 3 µM. CHO-hM4 cells, ACh EC80, Fluo-8 calcium fluorescence. hit rate 0.73% among 360,000;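 active means inhibition above its plate's cutoff, the mean inhibition of sample wells plus 3 SD, cut at about 27% in these data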;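 further: 0% = acetylcholine EC80 with DMSO and 100% = DMSO without agonist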
CHO parental Ca: signal in parental CHO cells, OX1R antagonist counter-screen. parental CHO-K1, ATP-induced calcium, Fluo-8 fluorescence. inhibition, % at 5.6 µM. hit rate 0.63% among 330,000;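 active means inhibition above that plate's mean sample inhibition plus 3 SD, cut at about 26% in these data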;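 further: 0% = ATP-challenged DMSO wells and 100% = DMSO wells without ATP; some compounds past the cut are filed as inactive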
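Assay system – parental CHO cells · Reagent – ATP stimulus · Detection – intracellular calcium via Fluo-8 no-wash fluorescent dye · Evaluation – percent inhibition of ATP-evoked calcium rise, normalized to controls · Controls – ATP wells versus no-ATP DMSO wells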
CHRM1 PAM: positive allosteric modulators of human M1 muscarinic receptor. P11229. CHO-K1 hM1, Fluo-8 calcium fluorescence, ACh EC20; 0% = ACh EC20, 100% = maximal ACh. activation, % at 3 µM. hit rate 0.088% among 360,000; in the data active means activation above about 19%, passing the limit was not always enough
CHO-K1 Ca antag: nonselective inhibitor or artifact in parental CHO-K1 cells. hit rate 0.6% among 360,000. ATP-induced calcium, Fluo-8 fluorescence. inhibition, % at 3 µM;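 active means inhibition above a per-plate cutoff, the plate's mean sample inhibition plus 3 SD, cut at about 24% in these data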;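 further: 0% = DMSO plus EC80 ATP and 100% = DMSO alone without ATP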
M4 ag: CHRM4 agonism in calcium assay; activation, % at 3 µM; hit rate 0.14% among 360,000; AID 624127; P08173; CHO-K1 hM4/Gqi5, Fluo-8 calcium fluorescence; vehicle 0%, full acetylcholine response 100%;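 active means activation above the run mean over all test wells plus 3 SD, cut at about 32% in these data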;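 further: peak over basal fluorescence ratio per well then scaled between controls; 0% = DMSO wells and 100% = acetylcholine at EC100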
* hit, by the source's call; · = not tested or not shown.

The opening 3 records (preview)
Molecule,OXTR potentiator,M1 ag parental,M1 antag,M1 ag,CHRM4 antagonist,CHO parental Ca,CHRM1 PAM,CHO-K1 Ca antag,M4 ag
Cn1c(=O)c2c(nc(NCCNC(=O)c3ccco3)n2Cc2ccccc2)n(C)c1=O,-1.6,0.7,-12.8,-3.8,-7.1,-13.5,5.2,-13.4,0.7
COc1ccc2c(c1)C(C)=CC(C)(C)N2S(=O)(=O)c1ccc(C)cc1,-5.1,0.0,-4.2,-10.7,-5.1,12.3,7.3,-5.4,-1.9
COc1ccc(N2CCCC2)c(NC(=O)c2ccc(Br)o2)c1,-17.4,-0.4,-4.9,-6.2,3.7,-1.8,7.0,-15.3,3.3

Main list, from the start:
Molecule,OXTR potentiator,M1 ag parental,M1 antag,M1 ag,CHRM4 antagonist,CHO parental Ca,CHRM1 PAM,CHO-K1 Ca antag,M4 ag
Cn1c(=O)c2c(nc(NCCNC(=O)c3ccco3)n2Cc2ccccc2)n(C)c1=O,-1.6,0.7,-12.8,-3.8,-7.1,-13.5,5.2,-13.4,0.7
COc1ccc2c(c1)C(C)=CC(C)(C)N2S(=O)(=O)c1ccc(C)cc1,-5.1,0.0,-4.2,-10.7,-5.1,12.3,7.3,-5.4,-1.9
COc1ccc(N2CCCC2)c(NC(=O)c2ccc(Br)o2)c1,-17.4,-0.4,-4.9,-6.2,3.7,-1.8,7.0,-15.3,3.3
O=C(Nc1ccc(F)cc1)C1CCCN(C2=NS(=O)(=O)c3ccccc32)C1 (stereo not given),3.1,0.8,-4.1,-5.2,8.6,-19.1,8.0,-14.1,4.0
COc1ccc(NC(=O)C2CCCN(S(=O)(=O)c3c(C)[nH]c(=O)[nH]c3=O)C2)cc1OC (stereo not given),-1.3,0.6,-5.6,-6.5,-10.5,-12.5,5.0,-4.7,0.9
CCOc1ccccc1NC(=O)CCS(=O)(=O)c1ccc(Br)cc1,-1.4,0.0,-8.8,-1.9,-2.5,-18.4,7.8,-4.6,1.2
O=C(N[C@H]1C/C=C\C[C@@H](CC(=O)N(CCO)Cc2ccccc2)C(=O)NC[C@H](c2ccccc2)OC1=O)OCC1c2ccccc2-c2ccccc21,-5.7,-0.1,-0.6,-11.5,4.7,-18.5,1.2,-17.1,3.2
O=C(NC1CCCCCC1)C1CCN(S(=O)(=O)c2cccc3cccnc23)CC1,-4.2,1.2,-7.0,0.2,-0.9,-19.3,8.1,-3.0,1.1
COc1cccc(C(C)(O)c2nc(-c3cccc(C#N)c3)cs2)c1 (stereo not given),·,4.2,16.2,-1.1,-2.2,·,-4.9,11.2,7.8
CCN(CC)C(=O)c1sc(NC(=O)c2cccnc2)c(C(=O)OC)c1C,-2.7,0.2,8.8,-2.5,2.9,-17.3,-3.3,2.0,0.6
COc1cc2c(cc1NC(=O)COC(=O)CNS(=O)(=O)c1ccc(C)cc1)oc1ccccc12,-2.8,0.1,1.4,-3.5,4.0,7.9,-11.4,5.4,-0.2
COCc1cc(=O)[nH]c(SCCS(=O)(=O)c2ccc(Cl)cc2Cl)n1,-2.4,0.5,-21.2,-2.6,2.2,-4.8,12.8,0.6,0.4
Cc1n[nH]c(C)c1N1C(=O)c2cccc3c(N4CCCCCC4)ccc(c23)C1=O,-24.1,83.5*,62.9*,93.0*,41.5*,75.8*,-20.2,55.4*,84.7*
CC(C)CNC(=O)COC(=O)Cc1ccc(Cl)cc1,-4.5,0.7,-17.6,-3.0,0.5,3.0,10.5,-12.4,1.0
Cc1ccc(N(C(C)C(=O)NCc2ccncc2)S(C)(=O)=O)cc1C (stereo not given),-0.6,-0.4,3.4,-5.6,-3.8,-3.9,4.9,2.3,0.5
Cc1nnc(SCc2cn3ccsc3n2)n(N)c1=O,-6.5,0.3,5.2,-2.9,-4.0,-3.5,4.9,3.2,-0.1
CCOc1ccccc1N(C(=O)c1snc(C(N)=O)c1N)C(C(=O)NCc1ccccc1)c1ccc(O)cc1 (stereo not given),·,1.5,-2.4,-3.9,4.7,·,3.8,-13.9,0.5
Cc1c(Cl)c([N+](=O)[O-])nn1CC(=O)NCc1ccco1,-10.3,0.7,-7.8,-3.5,8.4,-6.6,10.8,-7.3,1.2
Cc1cc(-c2ccccc2)nc(N/N=C/c2ccc([N+](=O)[O-])cc2)n1,-7.8,0.5,-5.1,-8.8,25.1,-19.1,0.9,-8.7,-1.1
CCOc1ccc(S(=O)(=O)N2CCCCC2)cc1NC(=O)CC1OC(=O)c2ccccc21 (stereo not given),-0.6,0.3,-21.5,-0.8,-8.1,-22.0,11.8,8.5,2.9

(listing goes on)
Molecule,OXTR potentiator,M1 ag parental,M1 antag,M1 ag,CHRM4 antagonist,CHO parental Ca,CHRM1 PAM,CHO-K1 Ca antag,M4 ag
CCN(CC(=O)NCc1cccs1)C(=O)c1ccc(C)o1,-2.3,1.6,-18.6,-2.2,-8.2,-5.7,6.7,-12.2,-0.1
CCOC(=O)C(NC(C)=O)C(=O)Nc1ccc(OC)cc1 (stereo not given),0.4,0.4,-8.8,-4.9,-20.3,-0.6,7.0,-5.0,1.1
CCN(CC(=O)Nc1c(F)cccc1F)C(=O)c1cccc(S(=O)(=O)N2CCCCCC2)c1,3.7,0.6,-10.0,-1.0,11.9,-16.6,7.6,-9.8,2.7
CC(C)CNS(=O)(=O)c1ccc(CCC(=O)N2CCCC2)cc1,1.0,0.3,-4.0,0.2,-3.9,-10.7,9.0,-5.7,0.9
Cc1ccc2nc(N3CCN(c4ccccc4F)CC3)c(C=O)c(=O)n2c1,3.2,0.8,-4.1,-5.6,4.9,-8.7,10.4,-6.5,0.8
O=C(CCc1ccc(S(=O)(=O)N2CCOCC2)cc1)N/N=C/c1ccc(F)cc1F,-14.4,0.0,-1.5,-5.8,-3.5,-15.6,3.5,5.0,1.4
CCOc1cc(/C=N\NC(=O)OC)ccc1OC(=O)c1ccco1,-4.5,-0.5,-5.2,-7.0,-6.1,-2.9,7.9,15.1,0.3
CCCNC(=O)c1cc(C2CCCCN2S(C)(=O)=O)on1 (stereo not given),·,0.6,-5.2,-3.6,-0.2,·,2.9,-7.7,0.5
COc1ccc(NC(=O)c2cc(C)nc3ccccc23)cc1S(=O)(=O)N1CCOCC1,0.3,0.7,-17.2,0.2,-10.0,-11.3,8.2,-8.5,5.0
Cc1cc(C)n2nc(C(=O)N3CCN(c4ccc([N+](=O)[O-])cc4)CC3)nc2n1,-5.0,1.9,14.9,-8.1,-2.5,6.0,-8.7,4.3,9.1
O=C(NCc1ccccc1)c1cccc(NC(=O)C2CCCC2)c1,·,1.5,-10.1,-2.3,13.9,·,7.3,-4.0,4.5
O=C(O)C(c1ccccc1)C(c1ccccc1)c1ccccc1 (stereo not given),1.4,-0.2,-3.9,-8.5,-8.2,-11.9,5.5,-21.3,0.6
Cc1nnc(NC(=O)c2ccc(S(=O)(=O)N(C)c3ccccc3)cc2)s1,-3.7,-0.1,-11.8,-3.5,-4.8,-13.3,9.4,-12.3,0.8
CCn1c(SCC(=O)N/N=C/c2cc(OC)c(O)c(OC)c2)nc2ccccc21,-11.1,10.3,-0.3,-8.3,5.4,-10.0,2.1,7.9,3.1
Cc1ccc(S(=O)(=O)N2C[C@H]3n4c(=O)ccc(=O)n4C[C@H](OC(=O)NCc4ccco4)[C@@]3(O)C2)cc1,·,0.5,-16.1,-3.2,-11.6,·,14.2,-5.3,0.6
COc1ccc(CCNC(C(=O)Nc2cc(C)cc(C)c2)c2ccccc2)cc1 (stereo not given),-5.3,0.4,-9.3,-4.3,-8.9,-8.8,10.1,-0.9,0.2
COc1ccccc1C(=O)NCCc1c(C)[nH]c2c(C)ccc(F)c12,-13.7,1.1,-10.6,-4.5,8.9,12.2,5.0,-10.8,3.8
O=C(Nc1ccc2oc(-c3ccncc3)nc2c1)c1ccccc1,-6.0,0.7,-7.7,-4.7,-1.6,15.0,7.2,-11.6,1.3
C/C(N)=C(/C#N)C(=O)COC(=O)c1cc(S(=O)(=O)N2CCCCC2)ccc1C,-12.3,1.2,-2.7,-2.5,-1.1,-23.6,1.2,-3.7,3.6
Cc1cc(N2CCC(C)CC2)nc(-c2ccccc2O)n1,-5.2,0.2,-3.8,-6.9,-17.0,-46.1,-2.9,-10.1,-1.7

The list goes on.
Molecule,OXTR potentiator,M1 ag parental,M1 antag,M1 ag,CHRM4 antagonist,CHO parental Ca,CHRM1 PAM,CHO-K1 Ca antag,M4 ag
CC(C)N=Cc1c(O)[nH]c2ccccc12,0.7,0.1,-3.9,-7.1,-3.2,1.1,6.2,-12.5,1.2
CCc1ccc2c(c1)C(c1ccc(N3CCOCC3)cc1)=NNC(c1ccncc1)=N2,-10.7,0.1,-5.6,-0.3,-6.3,-20.7,7.6,-9.0,0.3
CCCNC(=O)C1(C)CCCN(Cc2ccc(-c3ccccn3)cc2)C1 (stereo not given),·,0.1,-25.6,-10.0,-6.4,·,3.1,9.1,0.6
CN1CCN(Cc2nc3ccccc3c(=O)n2Cc2nc(-c3cccc([N+](=O)[O-])c3)cs2)CC1,·,-0.7,1.8,-12.8,-7.9,·,0.5,-9.9,-1.1
Cn1c2ccccc2c(=O)c2c(=O)n(Cc3ccccc3)c(-c3ccc(F)cc3)nc21,-8.9,0.1,1.0,-2.5,-4.5,-6.7,3.6,-1.1,1.1
O=C(Cc1ccccc1)c1ccccn1,·,1.4,-0.6,-1.7,-5.7,·,2.2,-15.7,0.8
CSCCCNC(=S)N1CCc2ccccc2C1,-3.1,0.9,-6.2,-1.4,-12.0,-3.1,4.8,-15.2,1.6
N#Cc1ccc2ccn(CC(=O)NC3CCCCC3)c2c1,1.5,0.0,8.4,-6.7,1.1,-16.1,-2.8,3.2,-1.0
C=CCc1ccc(OCCn2cccc2C=O)c(OC)c1,0.0,-0.6,-2.2,-7.9,-0.7,-7.2,6.9,-2.6,-2.0
Cc1cc(=O)oc2cc(OCCCN3C(=O)c4ccccc4C3=O)ccc12,-3.6,0.7,-5.3,-5.0,-5.6,-12.8,6.9,-11.4,1.2
O=C(c1ccco1)N1CCN(C(=O)c2cnn3c2NC(c2cccs2)CC3C(F)(F)F)CC1 (stereo not given),-3.6,1.7,-21.1,0.6,-1.8,-16.9,6.1,-14.3,4.0
O=C(O)c1cc2ccccc2cn1,·,0.5,-12.1,2.5,-4.8,·,12.9,-7.2,1.1
O=C(O)CC1NC(=O)N(C2CCCCC2)C1=O (stereo not given),1.2,-0.5,-3.0,-5.1,-1.9,3.8,2.8,-4.3,2.6
CC1(C)CC(=O)C2=C(C1)Nc1ccccc1S2,-5.3,-0.2,-3.0,-1.9,-1.2,-7.1,0.1,-0.5,-0.4
CCOC(=O)C1(CCOc2ccccc2)CCN(Cc2ccc(CO)o2)CC1,-6.8,2.6,-9.4,-9.7,-10.0,-17.5,5.1,-8.3,3.9
O=C(Nc1nc2n(n1)C(c1ccccc1)CC(c1ccc(Cl)cc1)N2)c1ccco1 (stereo not given),-6.5,0.6,3.8,-4.0,-4.7,-15.5,0.2,0.0,7.0
